Assay outcomes from PubChem.
VLA-4 inh: inhibition in a human VLA-4 binding assay. P13612. VLA-4 expressing cells, ligand binding flow cytometry. inhibition, % (about 7 µM as worked out from the volumes in the protocol). actives 0.2% (n = 330,000). AID 2557; in the data active = inhibition above about 50%
AGP1 TOR yeast: yeast TOR pathway AGP1-GFP modulation | actives 0.02% (n = 320,000) | S. cerevisiae AGP1-GFP multiplex flow cytometry, 3 h; GFP as percent of DMSO wells | AID 2066 | GFP response vs DMSO, % at 10 µM;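 active = GFP response relative to DMSO above a set limit, near screen average plus 3 SD, cut at about 150% in these data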;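 also: median GFP channel fluorescence of the gated AGP1 strain per well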
CIT2 TOR yeast: yeast TOR pathway CIT2-GFP modulation; S. cerevisiae CIT2-GFP strain, flow cytometry, 3 h; 100 means same as DMSO wells; GFP response vs DMSO, % at 10 µM; actives 0.065% (n = 320,000); AID 2029;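 active = GFP response relative to DMSO above a set limit, near the screen mean plus 3 SD, cut at about 150% in these data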;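 also: ratio of well median GFP fluorescence to mean of DMSO wells on the plate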
GLD-1 RNA inh: GLD-1-TGE RNA interaction inhibition (C. elegans). inhibition, % at 5.96 µM. Q17339. actives 0.44% (n = 320,000). AID 2280. purified GLD-1 + fluorescein TGE RNA, fluorescence polarization;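 active = percent inhibition above a per-plate cutoff, the plate mean of test compounds plus 3 SD, cut at about 30% in these data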;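 also: 0% = DMSO wells with GLD-1 and probe and 100% = wells lacking GLD-1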
MEX-5 binding: C. elegans MEX-5 TCR-2 RNA binding activity; MEX-5/FITC-TCR2 RNA binding, fluorescence polarization; stronger effect = lower value; activity score (negative = inhibition of binding), % at 10 µM; actives 0.38% (n = 300,000);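 active = inhibition past about -25% in most replicates, and total fluorescence under double the plate's negative control median, limit read from the data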;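 also: 0% = DMSO and -100% = 5 µM competing unlabeled TCR2 RNA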
Target sequence (Q9XUB2 whole entry, looked up): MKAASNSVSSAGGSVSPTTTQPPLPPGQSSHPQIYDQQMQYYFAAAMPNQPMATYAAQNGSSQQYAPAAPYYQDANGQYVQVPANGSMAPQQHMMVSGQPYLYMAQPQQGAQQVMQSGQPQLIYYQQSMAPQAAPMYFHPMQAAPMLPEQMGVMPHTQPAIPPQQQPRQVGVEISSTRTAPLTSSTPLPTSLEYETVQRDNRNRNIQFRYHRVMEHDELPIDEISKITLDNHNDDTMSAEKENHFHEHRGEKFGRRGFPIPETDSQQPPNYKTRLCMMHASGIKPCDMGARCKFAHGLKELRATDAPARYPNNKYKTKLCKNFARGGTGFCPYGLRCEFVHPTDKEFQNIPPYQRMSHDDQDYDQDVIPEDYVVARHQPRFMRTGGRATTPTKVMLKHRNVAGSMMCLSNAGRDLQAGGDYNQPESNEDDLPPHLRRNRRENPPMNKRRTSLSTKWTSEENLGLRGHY
Yeast superoxide: lowers age-related superoxide in aged yeast cells. S. cerevisiae aged cells, superoxide DHE fluorescence; stronger effect = lower value. superoxide response (% of plate mean), % at 10 µM. actives 0.18% (n = 330,000). AID 2690;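 active = superoxide response under a set limit, about three screen SD below normal, cut at about 65% in these data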;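 also: yeast aged for seven days with compound at 30 °C before DHE staining; 100% = average MFI of all compound-treated wells on the plate with controls excluded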
GRK2 aptamer HTS: inhibitors of human GRK2 displacing RNA aptamer; inhibition of aptamer binding, % at 10 µM; actives 0.59% (n = 330,000); AID 488847; P25098; bead flow cytometry, FAM-aptamer displacement from GRK2;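 active = inhibition of aptamer binding above 40%, roughly 3 SD of noise, on plates passing a quality check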;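 also: median bead fluorescence of bound FAM aptamer so fluorescent compounds give negative values; no value below 0 was filed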
Bcl-xL primary: Bcl-xL (human) inhibition; actives 0.7% (n = 320,000); inhibition, % at 10.9 µM; Q07817; GST-Bcl-xL / FITC-Bim BH3 peptide fluorescence polarization; AID 2129;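 active = inhibition above the mean of all tested compounds plus 3 SD, cutoff set per campaign, cut at about 30% in these data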;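 also: 0% = DMSO wells and 100% = unlabeled Bim-BH3 peptide competitor; inhibitors lower millipolarization by displacing the labeled peptide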
Target sequence (Q07817 whole entry, looked up): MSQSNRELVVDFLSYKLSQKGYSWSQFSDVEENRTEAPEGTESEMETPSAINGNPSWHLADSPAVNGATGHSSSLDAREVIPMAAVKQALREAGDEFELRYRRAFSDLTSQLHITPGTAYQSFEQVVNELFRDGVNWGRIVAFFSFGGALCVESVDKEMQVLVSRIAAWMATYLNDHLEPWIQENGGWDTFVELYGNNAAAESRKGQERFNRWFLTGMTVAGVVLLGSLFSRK
MCL1 BIM primary: MCL1-BIM-BH3 interaction inhibition (human). GST-MCL1 / FITC-Bim-BH3 fluorescence polarization. inhibition, % at 10.9 µM. actives 0.68% (n = 320,000). AID 2057;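 active = inhibition above the mean inhibition of all tested compounds plus 3 SD, set per campaign, cut at about 40% in these data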;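 also: 0% = DMSO wells and 100% = unlabeled Bim-BH3 peptide control; higher means more loss of mP so more displacement of Bim peptide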
* = called active by the depositor; nt = no result given. Hits appear at their usual frequency; 2.1% or so of the library scored in one or more.

SMILES	VLA-4 inh	AGP1 TOR yeast	CIT2 TOR yeast	GLD-1 RNA inh	MEX-5 binding	Yeast superoxide	GRK2 aptamer HTS	Bcl-xL primary	MCL1 BIM primary
O=C(NCc1ccccc1C(F)(F)F)C1CCC(=O)N(CCCc2ccccc2)C1 (centres undefined)	2	95	95	1	-1.6	99	2	-2	-4
Cc1ccc(C(=O)OC(C)C(=O)Nc2ccc3c(c2)OCO3)c(O)c1 (centres undefined)	8	104	110	4	nt	97	2	-1	-7
COc1nc(OC/C(N)=N/O)nc(N2CCOCC2)n1	12	103	119	-7	0.0	89	1	-1	8
COc1cc(/C=C/C(=O)O)ccc1OS(=O)(=O)c1ccc(C)cc1	11	96	90	-2	1.3	104	8	2	-4
COc1ccc(OC)c(N=C2C(=O)Nc3ccccc32)c1	6	104	100	1	-1.2	90	1	4	4
COC(=O)c1ccc(OC(=O)c2cccs2)cc1	6	96	96	4	0.6	91	1	3	13
CC(=O)c1ccc(S(=O)(=O)Nc2ccc(C(=O)NCCCn3ccnc3)cc2)cc1	21	100	96	-6	nt	100	1	1	5
c1ccc(-n2cc(CNCCc3cscn3)c(-c3ccc4c(c3)OCO4)n2)cc1	-8	104	113	0	-0.6	95	8	-2	-1
COc1ccc(CCNC(=O)c2nnc(CS(=O)(=O)c3ccccc3)o2)cc1OC	2	98	92	9	2.9	76	0	2	6
O=C(C1CCCO1)N1CCN(c2ccc(F)cc2)CC1 (centres undefined)	-2	105	102	1	-2.0	89	4	3	7
COc1ccc(Cl)cc1NC(=O)Nc1cccc([N+](=O)[O-])c1C	19	86	87	-6	0.9	106	2	4	1
CCN1CCCC1CNC(=O)c1cc(OC)c(OC)c(OC)c1 (centres undefined)	-10	99	nt	3	0.5	97	0	5	-2
C=CCCN(C(CC(C)C)C(=O)OC)S(=O)(=O)c1ccccc1Br (centres undefined)	-4	90	87	1	1.8	88	0	7	11
Cc1cccc(-n2c(O)c(C=Nc3ccccc3N)c(=O)[nH]c2=O)c1	-5	107	102	-1	-0.7	99	2	3	1
CC[C@@]1(C(=O)OC)N[C@H](CN(C)S(=O)(=O)c2ccccc2)[C@@H]2C(=O)N(C)C(=O)[C@@H]21	-2	103	98	2	nt	91	0	nt	nt
O=C(CN(C(=O)c1csnn1)c1ccc(Cl)cc1)NCCc1ccccc1	-2	110	112	-3	0.6	97	0	7	7
CC(=O)NC(CC(=O)Oc1ccc(C)cc1Br)c1ccccc1 (centres undefined)	-5	87	82	nt	-0.9	116	2	nt	nt
Cc1nn(-c2ccc(Cl)c(Cl)c2)c(C)c1C(=O)O	11	100	97	3	1.7	106	0	9	2
COc1cccc(-c2nn(-c3ccccc3)cc2C(=O)NCC(=O)O)c1	-7	101	nt	-7	0.4	109	1	8	3
O=C(Nc1c2c(nn1-c1cccc(Cl)c1)CS(=O)C2)c1ccc2c(c1)OCO2 (centres undefined)	14	111	104	12	0.9	96	2	0	-7
COc1ccc(OC)c([N+](=O)[O-])c1C(N)=O	13	98	108	7	-5.0	95	2	22	19
CCNC(=S)NNC(=O)Nc1ccccc1	nt	96	104	2	2.5	103	2	-11	-4
CCOC(=O)c1c(C)[nH]c(C(=O)Cn2c(=O)oc3ccccc32)c1C	19	103	113	6	-0.5	77	1	5	8
Cc1ccc(C(C(=O)NCc2ccc(F)cc2)N(C(=O)c2csnn2)C2CC2)cc1 (centres undefined)	5	104	104	4	-2.0	99	0	7	12
O=C(Cc1cn(Cc2cccc(Cl)c2)c2ccccc12)N1CCCC1	7	98	86	54*	0.3	100	0	3	4
COCCCNC(=O)Cn1nnc(-c2ccc(NC(=O)c3cccnc3)cc2)n1	5	97	87	0	0.4	92	0	0	5
Cc1cc(C(=O)N/N=C/C=C/c2ccccc2)n[nH]1	18	95	92	0	-1.6	98	0	11	13
Cc1ccc2c(c1)N(CCC(=O)NCCCOC(C)C)C(=O)C(C)O2 (centres undefined)	14	96	90	-2	0.4	109	3	5	8

As entered above.
COC(=O)c1ccc(OC(=O)c2cccs2)cc1 | GRK2 aptamer HTS: 1
O=C(Nc1c2c(nn1-c1cccc(Cl)c1)CS(=O)C2)c1ccc2c(c1)OCO2 (centres undefined) | MEX-5 binding: 0.9
Cc1ccc(C(=O)OC(C)C(=O)Nc2ccc3c(c2)OCO3)c(O)c1 (centres undefined) | VLA-4 inh: 8
C=CCCN(C(CC(C)C)C(=O)OC)S(=O)(=O)c1ccccc1Br (centres undefined) | AGP1 TOR yeast: 90

Some of the entries so far, as labelled records.
Structure: c1ccc(-n2cc(CNCCc3cscn3)c(-c3ccc4c(c3)OCO4)n2)cc1
- VLA-4 inh: -8
- AGP1 TOR yeast: 104
- CIT2 TOR yeast: 113
- GLD-1 RNA inh: 0
- MEX-5 binding: -0.6
- Yeast superoxide: 95
- GRK2 aptamer HTS: 8
- Bcl-xL primary: -2
- MCL1 BIM primary: -1

Structure: COc1ccc(CCNC(=O)c2nnc(CS(=O)(=O)c3ccccc3)o2)cc1OC
- VLA-4 inh: 2
- AGP1 TOR yeast: 98
- CIT2 TOR yeast: 92
- GLD-1 RNA inh: 9
- MEX-5 binding: 2.9
- Yeast superoxide: 76
- GRK2 aptamer HTS: 0
- Bcl-xL primary: 2
- MCL1 BIM primary: 6

Structure: Cc1nn(-c2ccc(Cl)c(Cl)c2)c(C)c1C(=O)O
- VLA-4 inh: 11
- AGP1 TOR yeast: 100
- CIT2 TOR yeast: 97
- GLD-1 RNA inh: 3
- MEX-5 binding: 1.7
- Yeast superoxide: 106
- GRK2 aptamer HTS: 0
- Bcl-xL primary: 9
- MCL1 BIM primary: 2

Structure: Cc1cc(C(=O)N/N=C/C=C/c2ccccc2)n[nH]1
- VLA-4 inh: 18
- AGP1 TOR yeast: 95
- CIT2 TOR yeast: 92
- GLD-1 RNA inh: 0
- MEX-5 binding: -1.6
- Yeast superoxide: 98
- GRK2 aptamer HTS: 0
- Bcl-xL primary: 11
- MCL1 BIM primary: 13

3 of the entries above in order of their number in MEX-5 binding, descending:
SMILES | VLA-4 inh | AGP1 TOR yeast | CIT2 TOR yeast | GLD-1 RNA inh | MEX-5 binding | GRK2 aptamer HTS | Bcl-xL primary | MCL1 BIM primary
Cc1nn(-c2ccc(Cl)c(Cl)c2)c(C)c1C(=O)O | 11 | 100 | 97 | 3 | 1.7 | 0 | 9 | 2
COc1cc(/C=C/C(=O)O)ccc1OS(=O)(=O)c1ccc(C)cc1 | 11 | 96 | 90 | -2 | 1.3 | 8 | 2 | -4
Cc1ccc2c(c1)N(CCC(=O)NCCCOC(C)C)C(=O)C(C)O2 (centres undefined) | 14 | 96 | 90 | -2 | 0.4 | 3 | 5 | 8
